Source: PubChem
TcdB inh: blocks C. difficile toxin B glycohydrolase activity; P18177; TcdB glycohydrolase enzymatic assay, plate reader; inhibition, % at 9.99 µM; 350,000 tested, 0.24% active; in the data active = inhibition above about 10%
Target sequence (P18177 whole entry, looked up): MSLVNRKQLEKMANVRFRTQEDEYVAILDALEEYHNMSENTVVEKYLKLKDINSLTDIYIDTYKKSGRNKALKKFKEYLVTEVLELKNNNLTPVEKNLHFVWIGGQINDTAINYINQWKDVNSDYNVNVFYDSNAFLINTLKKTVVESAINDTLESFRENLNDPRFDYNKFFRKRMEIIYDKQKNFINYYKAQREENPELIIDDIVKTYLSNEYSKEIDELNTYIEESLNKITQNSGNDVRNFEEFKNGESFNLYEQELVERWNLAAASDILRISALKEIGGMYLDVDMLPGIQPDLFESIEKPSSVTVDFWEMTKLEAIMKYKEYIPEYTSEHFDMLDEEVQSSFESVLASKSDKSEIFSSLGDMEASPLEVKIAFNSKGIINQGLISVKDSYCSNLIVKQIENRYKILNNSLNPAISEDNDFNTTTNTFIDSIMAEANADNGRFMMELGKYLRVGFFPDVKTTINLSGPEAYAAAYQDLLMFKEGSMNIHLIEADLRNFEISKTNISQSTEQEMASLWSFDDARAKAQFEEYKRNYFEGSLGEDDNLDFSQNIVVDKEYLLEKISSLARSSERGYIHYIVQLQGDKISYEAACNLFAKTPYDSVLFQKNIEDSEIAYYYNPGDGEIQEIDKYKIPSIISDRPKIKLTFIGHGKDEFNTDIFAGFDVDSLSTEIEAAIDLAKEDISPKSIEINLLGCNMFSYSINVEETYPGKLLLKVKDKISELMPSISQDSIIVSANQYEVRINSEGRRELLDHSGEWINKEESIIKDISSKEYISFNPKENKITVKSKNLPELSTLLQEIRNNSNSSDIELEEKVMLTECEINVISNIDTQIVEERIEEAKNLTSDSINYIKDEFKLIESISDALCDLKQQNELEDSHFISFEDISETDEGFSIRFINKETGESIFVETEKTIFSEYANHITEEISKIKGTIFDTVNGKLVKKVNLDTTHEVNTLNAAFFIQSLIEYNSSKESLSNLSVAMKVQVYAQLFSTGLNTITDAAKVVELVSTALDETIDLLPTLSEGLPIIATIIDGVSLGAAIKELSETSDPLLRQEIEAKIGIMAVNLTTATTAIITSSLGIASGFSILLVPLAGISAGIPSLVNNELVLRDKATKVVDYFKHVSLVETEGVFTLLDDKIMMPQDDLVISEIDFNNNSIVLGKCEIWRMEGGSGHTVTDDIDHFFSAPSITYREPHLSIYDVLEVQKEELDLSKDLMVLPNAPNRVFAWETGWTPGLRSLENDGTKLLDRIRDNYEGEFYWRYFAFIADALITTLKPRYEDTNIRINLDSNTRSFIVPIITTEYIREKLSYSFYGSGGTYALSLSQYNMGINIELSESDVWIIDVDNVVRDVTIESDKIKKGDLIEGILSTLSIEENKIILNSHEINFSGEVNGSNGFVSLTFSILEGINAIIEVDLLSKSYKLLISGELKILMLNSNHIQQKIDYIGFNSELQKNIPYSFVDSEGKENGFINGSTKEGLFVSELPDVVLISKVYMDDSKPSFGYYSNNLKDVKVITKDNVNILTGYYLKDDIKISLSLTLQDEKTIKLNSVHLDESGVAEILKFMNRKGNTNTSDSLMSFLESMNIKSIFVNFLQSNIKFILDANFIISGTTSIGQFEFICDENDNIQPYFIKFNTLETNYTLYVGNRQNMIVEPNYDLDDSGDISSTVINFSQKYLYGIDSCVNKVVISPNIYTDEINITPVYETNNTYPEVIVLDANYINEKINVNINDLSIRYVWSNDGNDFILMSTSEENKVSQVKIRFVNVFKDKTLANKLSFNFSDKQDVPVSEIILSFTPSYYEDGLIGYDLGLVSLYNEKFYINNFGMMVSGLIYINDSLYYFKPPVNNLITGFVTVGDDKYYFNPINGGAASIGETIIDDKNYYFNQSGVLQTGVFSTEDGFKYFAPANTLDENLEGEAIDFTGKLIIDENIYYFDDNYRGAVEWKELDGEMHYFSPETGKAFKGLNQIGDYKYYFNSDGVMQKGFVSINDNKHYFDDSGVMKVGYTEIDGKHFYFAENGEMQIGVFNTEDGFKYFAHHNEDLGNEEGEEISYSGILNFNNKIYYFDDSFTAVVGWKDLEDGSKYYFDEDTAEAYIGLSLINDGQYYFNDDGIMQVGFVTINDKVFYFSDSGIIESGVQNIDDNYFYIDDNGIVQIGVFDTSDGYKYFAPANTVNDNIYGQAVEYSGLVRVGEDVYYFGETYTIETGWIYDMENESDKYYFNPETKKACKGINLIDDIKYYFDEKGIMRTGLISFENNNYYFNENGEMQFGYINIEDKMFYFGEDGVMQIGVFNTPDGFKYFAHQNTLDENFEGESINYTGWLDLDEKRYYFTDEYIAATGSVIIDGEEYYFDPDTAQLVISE
* = called active by the depositor. An excerpt. The share of hits here may be higher or lower than overall.

SMILES	TcdB inh
C[C@@H]1CN([C@@H](C)CO)C(=O)c2cc(NC(=O)C3CCCCC3)ccc2O[C@H]1CN(C)C(=O)Nc1ccc2c(c1)OCO2	-1.0
C[C@H](CO)N1C[C@H](C)[C@H](CN(C)Cc2ccncc2)Oc2ncc(C#Cc3cccc(F)c3)cc2C1=O	0.8
C[C@@H]1CCCCO[C@H](CN(C)S(C)(=O)=O)[C@@H](C)CN([C@@H](C)CO)C(=O)c2cc(NS(=O)(=O)c3ccc(F)cc3)ccc2O1	0.3
C[C@@H]1CCCCO[C@H](CN(C)C(=O)NC2CCCCC2)[C@@H](C)CN([C@@H](C)CO)C(=O)c2cc(NC(=O)Nc3ccc(C(F)(F)F)cc3)ccc2O1	-4.5
Cc1ccccc1S(=O)(=O)N[C@H]1CC[C@@H](CCNS(=O)(=O)c2cccc(F)c2)O[C@H]1CO	-0.3
C[C@H]1CN([C@@H](C)CO)C(=O)c2cccc(NC(=O)CCCCCC(=O)Nc3ccccc3N)c2O[C@@H]1CN(C)S(=O)(=O)c1ccccc1	-4.4
CCC(=O)Nc1ccc2c(c1)OC[C@@H](C)N(C(=O)CN1CCOCC1)C[C@@H](C)[C@@H](OC)CN(C)C2=O	-9.7
COCC(=O)N(C)C[C@@H]1Oc2cc(-c3ccccc3)ccc2S(=O)(=O)N([C@H](C)CO)C[C@@H]1C	0.8
Cc1ccc(S(=O)(=O)N2[C@@H](CO)CO[C@H]2CC(=O)c2ccccc2)cc1	0.0
CN1[C@@H]2c3ccc(/C=C/c4ccccc4)c(=O)n3C[C@H]1[C@H](CO)[C@H]2C(=O)NC1CCCCC1	-1.4

4 compounds picked at random from the list so far, as already listed:
SMILES	TcdB inh
Cc1ccc(S(=O)(=O)N2[C@@H](CO)CO[C@H]2CC(=O)c2ccccc2)cc1	0.0
COCC(=O)N(C)C[C@@H]1Oc2cc(-c3ccccc3)ccc2S(=O)(=O)N([C@H](C)CO)C[C@@H]1C	0.8
C[C@@H]1CCCCO[C@H](CN(C)S(C)(=O)=O)[C@@H](C)CN([C@@H](C)CO)C(=O)c2cc(NS(=O)(=O)c3ccc(F)cc3)ccc2O1	0.3
CCC(=O)Nc1ccc2c(c1)OC[C@@H](C)N(C(=O)CN1CCOCC1)C[C@@H](C)[C@@H](OC)CN(C)C2=O	-9.7

Next records
SMILES	TcdB inh
COc1ccc(S(=O)(=O)N(C)C[C@H]2Oc3c(NC(=O)Nc4ccc(C(F)(F)F)cc4)cccc3C(=O)N([C@H](C)CO)C[C@H]2C)cc1	0.5
CC(C)NC(=O)Nc1ccc2c(c1)C(=O)N([C@@H](C)CO)C[C@H](C)[C@H](CN(C)C(=O)NC(C)C)OCCCC[C@@H](C)O2	0.5
C[C@H]1CN([C@@H](C)CO)C(=O)c2cc(NC(=O)CCCN(C)C)ccc2O[C@H]1CN(C)S(C)(=O)=O	-0.6
Cc1noc(C)c1S(=O)(=O)Nc1ccc2c(c1)C(=O)N([C@H](C)CO)C[C@@H](C)[C@@H](CN(C)Cc1ccccc1)O2	0.1
O=C(C[C@H]1CC[C@@H]2[C@H](COC[C@H](O)CN2C(=O)c2ccccc2F)O1)N1CCCCC1	0.9
COc1ccc(S(=O)(=O)N(C)C[C@@H]2Oc3cc(C4=CCCC4)ccc3S(=O)(=O)N([C@H](C)CO)C[C@@H]2C)cc1	-2.3
Cn1cnc(S(=O)(=O)N2CC[C@@H]3[C@H](CO)Nc4ccc(C5=CCCCC5)cc4[C@@H]32)c1	0.2
COC(=O)[C@@H]1[C@@H](CO)[C@@H]2Cn3c(ccc(-c4cccc(F)c4)c3=O)[C@H]1N2C(=O)CC1CC1	1.5
COc1ccc(S(=O)(=O)N(C)C[C@H]2Oc3ccc(NC(=O)C4CC4)cc3C(=O)N([C@@H](C)CO)C[C@@H]2C)cc1	-12
COc1ccc(NC(=O)Nc2ccc3c(c2)CC(=O)N([C@@H](C)CO)C[C@H](C)[C@@H](CN(C)S(=O)(=O)c2ccc(C)cc2)O3)cc1	-15
C[C@H](CO)N1C[C@H](C)[C@@H](CN(C)C(=O)[C@H](Cc2ccccc2)N(C)C)OCc2ccccc2-c2ccccc2C1=O	0.1
C[C@H](CO)N1C[C@H](C)[C@H](CN(C)CC2CCOCC2)Oc2ncc(C#Cc3cccc(F)c3)cc2C1=O	0.9
CC(C)C#Cc1cnc2c(c1)C(=O)N([C@H](C)CO)C[C@H](C)[C@H](CN(C)C(=O)c1cccc(F)c1)O2	-0.5
C[C@@H]1CN([C@H](C)CO)S(=O)(=O)c2ccc(-c3cccc(C#N)c3)cc2O[C@@H]1CN(C)C(=O)Nc1cc(F)ccc1F	1.5
CO[C@H]1CN(C)C(=O)c2ccc(NC(C)=O)cc2OC[C@@H](C)N(S(C)(=O)=O)C[C@@H]1C	1.6
O=C(C[C@@H]1CC[C@H](NC(=O)Cc2cccnc2)[C@@H](CO)O1)Nc1ccc(-c2ccccc2)cc1	0.9
N#Cc1ccc(NC(=S)N2Cc3ccc(Br)cc3-n3nncc3C2)cc1	1.9
C/C=C/c1ccc2c(c1)O[C@@H](CN(C)C(=O)CC1CC1)[C@H](C)CN([C@@H](C)CO)S2(=O)=O	-0.4
C[C@@H]1CN([C@@H](C)CO)S(=O)(=O)c2ccc(C#Cc3ccc(F)cc3)cc2O[C@H]1CN(C)C(=O)NC1CCCCC1	0.0
C[C@H]1CN([C@@H](C)CO)C(=O)c2c(c3ccccc3n2C)-c2ccccc2CO[C@@H]1CN(C)C(=O)Nc1ccc(F)cc1	0.5
C[C@@H]1CN([C@H](C)CO)C(=O)c2cccc(NS(=O)(=O)c3ccccc3)c2O[C@H]1CN(C)CC1CC1	-7.2
C[C@H](CO)N1C[C@H](C)[C@@H](CN(C)C(=O)Cc2ccccn2)Oc2ncc(/C=C/c3ccccc3)cc2C1=O	0.9
O=C(Nc1ccc(F)cc1)N[C@@H]1CC[C@H](CCNS(=O)(=O)c2cccc(Cl)c2)O[C@@H]1CO	0.7
O=C(C[C@@H]1CC[C@@H](NC(=O)CC2CC2)[C@H](CO)O1)NCc1ccc(Cl)cc1	-11
CCCN(C)C[C@H]1Oc2ncc(-c3cccc(C(=O)N(C)C)c3)cc2C(=O)N([C@H](C)CO)C[C@H]1C	-0.9
O=C(C[C@H]1C[C@H]2c3cc(NC(=O)NC4CCCCC4)ccc3O[C@H]2[C@@H](CO)O1)NCc1ccccc1	-9.0
Cc1cc(C(=O)Nc2cccc3c2O[C@H](CN(C)S(=O)(=O)c2ccc(Cl)cc2)[C@@H](C)CN([C@@H](C)CO)C3=O)n(C)n1	0.5
C[C@H]1CN([C@@H](C)CO)C(=O)c2cccc(NC(=O)C3CCOCC3)c2O[C@H]1CN(C)C	0.6
Cc1noc(C)c1NC(=O)N(C)C[C@@H]1Oc2c(NC(=O)Nc3ccc4c(c3)OCO4)cccc2C(=O)N([C@H](C)CO)C[C@H]1C	0.2
Cc1noc(C)c1NC(=O)N(C)C[C@@H]1Oc2ccc(NS(=O)(=O)c3cn(C)cn3)cc2C(=O)N([C@H](C)CO)C[C@@H]1C	-0.5
O=C(Nc1ccccc1F)N1C[C@H]2[C@@H](c3ccccc31)[C@H](CO)N2C(=O)c1ccccn1	-1.2
COc1ccc(NC(=O)Nc2ccc3c(c2)[C@@H]2C[C@@H](CC(=O)NCc4ccc5c(c4)OCO5)O[C@H](CO)[C@@H]2O3)cc1	0.0
CCOC1=C2CN(S(=O)(=O)c3ccc(C)cc3)C(c3ccccc3)CC2N(S(=O)(=O)c2ccc(C)cc2)C(c2ccc(Br)cc2)C1 (configuration not stated)	0.5
COc1ccc(NC(=O)Nc2ccc3c(c2)C(=O)N([C@H](C)CO)C[C@@H](C)[C@@H](CN(C)C(=O)Nc2ccc4c(c2)OCO4)OCCCC[C@@H](C)O3)cc1	0.1
C[C@@H]1CN([C@@H](C)CO)C(=O)Cc2cc(NC(=O)Nc3cccc4ccccc34)ccc2O[C@@H]1CN(C)C(=O)Nc1ccccc1	0.4
CCS(=O)(=O)N1CC(=O)N2[C@@H](CO)[C@H](c3ccc(C#CC4CCCC4)cc3)[C@@H]2C1	1.2
C[C@@H]1CN([C@@H](C)CO)C(=O)c2cc(C#C[C@@H](C)O)cnc2O[C@@H]1CN(C)C(=O)Cc1ccncc1	-1.8
C[C@@H]1CN([C@H](C)CO)C(=O)c2cccc(NC(=O)Nc3ccccc3)c2O[C@H]1CN(C)C(=O)NC1CCCCC1	-2.1
CCS(=O)(=O)N1CCCCN2[C@H](C1)[C@@H](c1ccc(C#CC(C)(C)O)cc1)[C@@H]2CO	1.5
COCC(=O)N(C)C[C@@H]1Oc2ncc(/C=C/c3ccccc3)cc2C(=O)N([C@@H](C)CO)C[C@@H]1C	1.0
O=C(C1CCOCC1)N1C[C@@H]2[C@H](c3ccccc31)[C@@H](CO)N2C(=O)Cc1ccccc1	0.0
Cc1cccc(-c2ccc([C@H]3[C@@H](CO)N4CCCCN(S(=O)(=O)c5ccccc5C)C[C@@H]34)cc2)c1	-0.2
Cc1cc2c(cc1C)-c1nnnn1C(N1CCC(Cc3ccccc3)CC1)C(=O)N2 (configuration not stated)	0.4
Cc1ccc(-c2cnc3c(c2)C(=O)N([C@@H](C)CO)C[C@H](C)[C@@H](CN(C)C(=O)c2cccc(F)c2)O3)cc1	0.4
O=C(C1CC1)N1CCCCN2[C@H](CO)[C@@H](c3ccc(C#CC4(O)CCCC4)cc3)[C@@H]2C1	0.2
C[C@H]1CN([C@@H](C)CO)C(=O)c2cc(NC(=O)Nc3cccc4ccccc34)ccc2O[C@@H]1CN(C)C	1.3
O=C(Cc1cccnc1)N[C@@H]1CC[C@H](CCNS(=O)(=O)c2ccccc2Cl)O[C@@H]1CO	0.0
CCC(C(=O)NCc1ccccc1)n1c(-c2ccc3c(c2)CCO3)nc2ccccc21 (configuration not stated)	-0.9
O=C(C[C@@H]1C[C@@H]2c3cc(NC(=O)C4CCC4)ccc3O[C@@H]2[C@@H](CO)O1)NCc1cc(F)ccc1F	1.1
CCCc1cn(CC[C@@H]2CC[C@H](NC(=O)Cc3cccnc3)[C@H](CO)O2)nn1	0.3

New compounds follow:
SMILES	TcdB inh
CN1c2ccc(-c3ccccc3)cc2[C@H]2[C@H](CCN2C(=O)Nc2ccccc2F)[C@H]1CO	1.7
C[C@@H]1CCCCO[C@@H](CN(C)C(=O)Nc2ccc3c(c2)OCO3)[C@@H](C)CN([C@H](C)CO)C(=O)c2cc(NC(=O)Nc3ccc4c(c3)OCO4)ccc2O1	-2.8
COC(=O)C1=C(C)NC(=S)NC1c1cccc(OC)c1 (configuration not stated)	2.0
C[C@@H]1CN([C@H](C)CO)C(=O)c2cccc(NC(=O)Nc3ccc(C(F)(F)F)cc3)c2O[C@@H]1CN(C)CC1CC1	0.8
CO[C@H]1CN(C)C(=O)c2ccc(NS(=O)(=O)c3cn(C)cn3)cc2OC[C@@H](C)N(CCC(F)(F)F)C[C@@H]1C	-4.5
CC(C)NC(=O)Nc1ccc2c(c1)C(=O)N([C@@H](C)CO)C[C@H](C)[C@@H](CN(C)C(=O)Nc1ccccc1)O2	-2.8
C[C@@H]1CCCCO[C@H](CN(C)C(=O)Nc2ccccc2)[C@H](C)CN([C@@H](C)CO)C(=O)c2cc(NS(=O)(=O)c3cn(C)cn3)ccc2O1	0.8
CC(C)C#Cc1cnc2c(c1)C(=O)N([C@@H](C)CO)C[C@H](C)[C@@H](CN(C)C(=O)c1ccc3c(c1)OCO3)O2	-0.2
Nc1[nH]c(C(=O)c2ccc(Br)cc2)c(-c2c(F)cccc2F)c1C(=O)NCCc1c[nH]c2ccccc12	1.2
C[C@H]1CCCCO[C@H](CN(C)C(=O)Nc2ccc3c(c2)OCO3)[C@@H](C)CN([C@@H](C)CO)C(=O)c2cc(NS(=O)(=O)c3ccc(Cl)cc3)ccc2O1	-4.5

Three of the compounds above, with each value named.
canonical_smiles: CCC(C(=O)NCc1ccccc1)n1c(-c2ccc3c(c2)CCO3)nc2ccccc21 (configuration not stated)
  TcdB inh: -0.9
canonical_smiles: O=C(C[C@H]1CC[C@@H]2[C@H](COC[C@H](O)CN2C(=O)c2ccccc2F)O1)N1CCCCC1
  TcdB inh: 0.9
canonical_smiles: C[C@@H]1CN([C@H](C)CO)C(=O)c2cccc(NC(=O)Nc3ccccc3)c2O[C@H]1CN(C)C(=O)NC1CCCCC1
  TcdB inh: -2.1

The list goes on.
SMILES	TcdB inh
COc1ccc(NC(=O)N(C)C[C@@H]2Oc3ccc(NC(=O)Cc4cn(C)c5ccccc45)cc3C(=O)N([C@H](C)CO)C[C@@H]2C)cc1	-0.6
CO[C@H]1CN(C)C(=O)c2ccc(NC(=O)c3ccccc3)cc2OC[C@@H](C)N(CC2CC2)C[C@H]1C	-2.1
CN1C(=O)c2cc(NC(=O)c3ccc(C#N)cc3)ccc2OC[C@H]2O[C@@H](CC(=O)NCc3ccc4c(c3)OCO4)CC[C@@H]21	-2.4
C[C@@H]1CN([C@@H](C)CO)C(=O)c2cc(NS(=O)(=O)c3ccccc3)ccc2O[C@@H]1CN(C)CC1CCCCC1	-0.3
CC(=O)N(C)C[C@@H]1Oc2ncc(-c3ccccc3C)cc2C(=O)N([C@H](C)CO)C[C@@H]1C	-0.3
Cc1ccccc1-c1ccc([C@@H]2[C@H]3CN(C(=O)Nc4ccc(F)cc4)CCCCN3[C@H]2CO)cc1	-0.5
O=C(CN1CCOCC1)N1CCCCN2[C@H](CO)[C@H](c3ccc(-c4ccccc4)cc3)[C@@H]2C1	-1.7
Cc1noc(C)c1S(=O)(=O)Nc1ccc2c(c1)CC(=O)N([C@@H](C)CO)C[C@@H](C)[C@@H](CN(C)CC1CC1)O2	-0.1
C[C@H]1CN([C@@H](C)CO)C(=O)c2cc(N(C)C)ccc2O[C@@H]1CN(C)C(=O)Nc1cccc2ccccc12	-1.8
CO[C@@H]1CN(C)C(=O)c2ccc(NC(=O)Nc3cccc(F)c3)cc2OC[C@@H](C)N(C)C[C@@H]1C	-2.0

Shown in CSV form: part of the list above.
structure,TcdB inh
Cc1noc(C)c1S(=O)(=O)Nc1ccc2c(c1)CC(=O)N([C@@H](C)CO)C[C@@H](C)[C@@H](CN(C)CC1CC1)O2,-0.1
CC(=O)N(C)C[C@@H]1Oc2ncc(-c3ccccc3C)cc2C(=O)N([C@H](C)CO)C[C@@H]1C,-0.3
CO[C@H]1CN(C)C(=O)c2ccc(NC(=O)c3ccccc3)cc2OC[C@@H](C)N(CC2CC2)C[C@H]1C,-2.1
O=C(CN1CCOCC1)N1CCCCN2[C@H](CO)[C@H](c3ccc(-c4ccccc4)cc3)[C@@H]2C1,-1.7
